# Bioassay records from PubChem BioAssay.
# Rpn11 block: Rpn11 (PSMD14) deubiquitinase inhibitors, primary screen, biochemical, fluorescence polarization, uHTS; calls only at 20 µM; actives 0.59% (n = 360,000); AID 588493, 2011; human 26S proteasome, Ub4-pepOG fluorescence polarization; 20S core pre-blocked with epoxomicin;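 active means inhibition at 20 µM, scaled to each plate's controls, above about 33%, limit read from the data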
# Target sequence (O00487 whole entry, looked up): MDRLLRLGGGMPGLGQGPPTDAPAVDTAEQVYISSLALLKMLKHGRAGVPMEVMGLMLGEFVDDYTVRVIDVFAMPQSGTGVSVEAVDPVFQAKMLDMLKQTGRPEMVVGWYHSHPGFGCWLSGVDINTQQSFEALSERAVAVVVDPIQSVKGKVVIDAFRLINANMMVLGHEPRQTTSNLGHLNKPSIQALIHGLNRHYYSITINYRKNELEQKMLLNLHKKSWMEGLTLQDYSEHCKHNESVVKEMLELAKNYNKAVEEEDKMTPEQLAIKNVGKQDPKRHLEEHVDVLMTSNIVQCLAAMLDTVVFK
# LMPTP block: LMPTP phosphatase inhibitors, primary screen, biochemical, fluorescence intensity, uHTS; Low molecular weight phosphotyrosine protein phosphatase (Homo sapiens), P24666; recombinant LMPTP-A, OMFP fluorogenic substrate; inhibition, % at 20 µM; actives 0.22% (n = 360,000);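 active means compounds that cut the enzyme signal by at least half of the control window in the single-dose screen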;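 further: plate controls were DMSO wells with enzyme plus substrate for no effect and substrate without enzyme for full effect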
# Target sequence (P24666 whole entry, looked up): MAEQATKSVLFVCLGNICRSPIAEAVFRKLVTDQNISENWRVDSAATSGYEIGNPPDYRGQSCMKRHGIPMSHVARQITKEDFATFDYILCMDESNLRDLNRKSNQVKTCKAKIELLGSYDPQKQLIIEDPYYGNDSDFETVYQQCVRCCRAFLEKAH
#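 Test system: LMPTP-A, protein tyrosine phosphatase of low molecular weight; Input: 0.625 nM enzyme; Incubation: 50 min dark incubation at room temperature; Signal: endpoint fluorescence intensity from OMFP dephosphorylation; Read-out basis: % inhibition versus control wells.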
# SUMO1-SIM PPI: modulators of SUMO1 protein-protein interactions, primary screen, biochemical, uHTS; actives 0.33% (n = 360,000); AID 602429, 2012; inhibition, % at 20 µM; SUMO1 binding to a labelled peptide, TR-FRET, 1 h; Small ubiquitin-related modifier 1 (Homo sapiens), P63165; in the data active means inhibition above about 37%
# Scp1 inh: Scp-1 phosphatase inhibitors, primary screen, biochemical, colorimetric, uHTS; Carboxy-terminal domain RNA polymerase II polypeptide A small phosphatase 1 (Homo …; AID 493091, 2011; inhibition, % at 20 µM; Recombinant Scp1, phosphopeptide, malachite green phosphate absorbance; actives 0.88% (n = 340,000);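 active means inhibition above about 50% at 20 µM, limit read from the data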;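 further: plate controls were DMSO wells with enzyme for no effect and wells lacking enzyme for full effect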
# Target sequence (Q9GZU7 76-261 limits assumed): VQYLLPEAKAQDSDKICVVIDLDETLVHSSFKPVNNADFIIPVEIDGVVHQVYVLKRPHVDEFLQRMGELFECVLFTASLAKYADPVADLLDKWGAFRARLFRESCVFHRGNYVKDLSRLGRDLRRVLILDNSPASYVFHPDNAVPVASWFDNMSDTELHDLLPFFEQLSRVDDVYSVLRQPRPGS
#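 Times: enzyme reaction 45 min at room temperature, colour 5 min, stabilisation 30 min. Material: SCP-1 catalytic fragment, aa 76-261. Medium: Acidic Tris acetate buffer with magnesium and detergent. Signal: colorimetric free-phosphate detection, absorbance 630 nm. Read-out basis: % inhibition of SCP-1 phosphate liberation. Reagent: Phosphorylated 17-residue peptide substrate.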
# CSN inh: inhibitors of CSN-mediated cullin deneddylation, primary screen, biochemical, fluorescence polarization, uHTS | Purified CSN, SCF-Nedd8-OG deneddylation | inhibition, % at 12.5 µM | actives 0.38% (n = 360,000);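 active means pattern-corrected inhibition above about 35%, with an unprinted fluorescence ratio check between 0.5 and 1.5, limit read from the data, passing the limit was not always enough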;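 further: 0% = enzyme with substrate and 100% = substrate without enzyme; some results filed as inactive read as strong as hits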
# Target sequence (Q92905 whole entry, looked up, one chain of several): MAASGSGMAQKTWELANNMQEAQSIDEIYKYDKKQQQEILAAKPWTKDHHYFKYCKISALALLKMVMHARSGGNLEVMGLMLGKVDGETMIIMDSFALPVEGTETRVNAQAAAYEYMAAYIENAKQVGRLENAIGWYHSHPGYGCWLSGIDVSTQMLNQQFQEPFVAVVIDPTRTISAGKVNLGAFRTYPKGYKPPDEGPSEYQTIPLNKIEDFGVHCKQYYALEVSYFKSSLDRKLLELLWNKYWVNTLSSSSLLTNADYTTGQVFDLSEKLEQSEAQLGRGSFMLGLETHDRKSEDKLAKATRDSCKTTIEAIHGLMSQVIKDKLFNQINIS
#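 Material: purified human Csn5 enzyme expressed in HEK293T cells / Medium: Tris buffer pH 7.5, NaCl, DTT, Tween-20, trehalose, ovalbumin / Compound dosing: 12.5 µM single point / Schedule: 90 min incubation of compound, enzyme and substrate at room temperature / Signal: fluorescence polarization of the substrate / Control set: no-enzyme wells high, enzyme-with-substrate wells low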
# NadD block: inhibitors of S. aureus NadD, primary screen, biochemical, colorimetric, uHTS; purified NadD enzyme, colorimetric absorbance read-out; actives 0.78% (n = 360,000); inhibition, % at 20 µM; in the data active means inhibition above about 26%; further: some compounds past the cut are filed as inactive
# Neddylation inh: inhibitors of cullin neddylation, primary screen, biochemical, TR-FRET, uHTS, NAE and Ubc12; NEDD8-conjugating enzyme Ubc12 (Homo sapiens) + NEDD8-activating enzyme E1 regulatory …; calls only at 25 µM; actives 0.58% (n = 360,000); AID 651699, 2012; in the data active means inhibition above about 36%
# STEP block: STEP phosphatase inhibitors, primary screen, biochemical, fluorescence intensity, uHTS; inhibition, % at 20 µM; Tyrosine-protein phosphatase non-receptor type 5 (Homo sapiens), P54829; recombinant STEP, OMFP fluorogenic substrate; actives 0.25% (n = 360,000);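 active means inhibition at 20 µM, scaled per plate between control wells, above about 37%, limit read from the data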;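 further: 0% = DMSO with enzyme and substrate and 100% = substrate only without enzyme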
#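 Assay system: isolated STEP enzyme. Buffer or medium: pH 6.0 Bis-Tris with DTT and Tween 20. Also added: fluorogenic phosphatase substrate OMFP at 25 µM final. Dosing: 20 µM, 1% DMSO. Timing: 20 min reaction, room temperature, in the dark. Measured by: fluorescence intensity, excitation 480 nm, emission 540 nm. Evaluation: normalized % inhibition.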
# Rin1 Abl inh: inhibitors of Rin1-Abl protein binding, primary screen, biochemical, TR-FRET; Tyrosine-protein kinase ABL1 (Homo sapiens) + Ras and Rab interactor 1 (Homo sapiens), …; inhibition, % at 7.35 µM; actives 0.4% (n = 360,000); AID 588664, 2011; in the data active means inhibition above about 5%, passing the limit was not always enough
# DNMT1 block: human DNMT1 methyltransferase inhibitors, primary screen, biochemical, molecular beacon, fluorescence, HinP1I cleavage, uHTS; DNA (cytosine-5)-methyltransferase 1 (Homo sapiens), P26358; inhibition (reported as % activation of signal), % at 10 µM; AID 588458, 2011; actives 0.83% (n = 360,000); in the data active means inhibition above about 50%
# * = called active by the depositor; i = inactive; x = not tested or not shown; + = active, no number.
smiles,Rpn11 block,LMPTP block,SUMO1-SIM PPI,Scp1 inh,CSN inh,NadD block,Neddylation inh,STEP block,Rin1 Abl inh,DNMT1 block
Cn1c(=O)c(C(=O)CN2CCOCC2)c(N)n(Cc2ccccc2)c1=O,i,-1.6,-1,-9,-1,1,i,0,-4,3
O=C(CN1C(=O)C2C3CCC(C3)C2C1=O)N1CCN(Cc2ccccc2)CC1 (stereo not drawn),i,1.1,4,-4,-10,-2,i,-1,-6,-1
CC1(C)CC(N(Cc2ccc(F)cc2)C(=O)c2ccc(F)cc2)CCO1 (stereo not drawn),i,4.7,-3,-9,-5,-3,i,1,-1,4
COc1ccc2[nH]c(C(O)(Cc3cccnc3)Cc3cccnc3)cc2c1,i,15,0,-1,-1,0,i,0,-2,1
COc1ccccc1C(=O)NCCNC(=O)c1ccco1,i,-2.1,1,-3,8,-3,i,-3,2,1
COCCn1c(=S)[nH]c2cc(C(=O)NCCc3ccc(OC)c(OC)c3)ccc2c1=O,i,-1.2,3,-5,1,0,i,0,-1,1
O=C(COC(=O)c1cc(=O)[nH]c2ccccc12)Nc1nc(-c2cccc(Br)c2)cs1,i,1.9,3,-16,3,42*,i,-5,4,-21
Cn1c2c(c(=O)n(C)c1=O)C(c1ccccc1Cl)C(C#N)=C(N)O2 (stereo not drawn),i,-1.8,0,-7,3,-5,i,0,-3,1
CCn1c(SCC(=O)c2[nH]c(C)c(C(C)=O)c2C)nnc1-c1ccncc1,i,-0.2,4,-1,3,5,i,-2,1,-7
O=[N+]([O-])c1ccc(C(=S)N2CCN(c3ccc(F)cc3)CC2)cc1,i,3.0,-20,-3,-7,0,i,6,3,-3
CC1(C(=O)Nc2ccc3nc[nH]c3c2)CCN1C(=O)CCc1ccccc1 (stereo not drawn),i,-1.5,10,x,0,-9,i,-3,2,-1
CN(C)c1cccc(C(=O)OCC(=O)Nc2ccccc2-c2ccccc2)c1,i,0.3,0,-6,0,0,+,5,-1,3
CSc1ccc(/C=N/N2CCN(c3ccccc3)CC2)cc1,i,-1.1,3,-6,-6,-1,i,-1,4,1
CC(=O)Nc1ccc(S(=O)(=O)N2CCC(C(N)=O)(N3CCCCC3)CC2)cc1,i,-0.1,1,2,6,-4,i,-1,1,-2
O=C(CN1C(=O)NC2(CCCCCC2)C1=O)NCCc1ccccc1,i,-1.9,3,-9,2,5,i,1,1,1
Cc1cc(C)c2ccc(/C=N/O)nc2c1O,i,1.1,-13,-3,-1,1,i,2,-1,-1
C(=C\c1ccccc1)/CN1CCN(C(c2cccs2)c2nnnn2Cc2ccccc2)CC1 (stereo not drawn),i,1.5,-5,x,1,4,i,0,1,-6
CCCCNC(=O)CCn1nc(-c2ccc(Cl)cc2)c2ccccc2c1=O,i,0.5,4,-9,4,-5,i,0,3,0
CCCn1nnnc1NC(=O)CSc1ccc(Cl)cc1,i,-0.4,0,-9,-1,10,i,-8,2,3
CN(C[C@H](Cc1ccccc1)N(C[C@H](c1ccccc1)N(CCc1ccccc1)N=O)N=O)N=O,i,2.9,7,11,1,-2,i,1,-2,-2
COc1cc(/C=C/C(=O)OCC(=O)Nc2ccccc2Cl)cc(OC)c1OC,i,1.1,25,5,0,-9,x,-3,7,8
COCCCN1C(=O)c2ccc(C(=O)NCCc3ccccc3)cc2C1=O,i,-1.9,-32,-6,-4,-4,i,0,1,1
CC(Oc1ccc(Cl)cc1Cl)c1nc(-c2ccc(NC(=O)c3ccccn3)cc2)no1 (stereo not drawn),i,0.1,1,0,0,-12,x,2,6,-2
Cc1ccc(O)c(/C=N/NC(=O)Cc2ccc(Cl)cc2)c1,i,6.2,4,23,11,1,i,17,-2,8
Cc1noc(-c2ccc(Cl)cc2)c1C(=O)O/N=C(\N)c1ccc(C(C)(C)C)cc1,i,1.4,3,-7,1,7,i,-1,1,2
CC(=O)Nc1ccc(NS(=O)(=O)c2ccc(OC(C)C(=O)N3CCOCC3)cc2)cc1 (stereo not drawn),i,-1.2,-2,-5,3,-3,i,-4,2,1
COc1ccccc1N1CCN(C(=O)C2CC2)CC1,i,0.2,3,-7,-2,-1,i,-1,3,-4
COc1ccc(Cl)cc1C(=O)O/N=C(\N)c1ccncc1,i,-0.7,-1,-13,1,-7,i,-1,-1,1
CCN1CCN(c2nc(N(C)c3ccccc3)nc(N)c2[N+](=O)[O-])CC1,i,-1.9,-4,0,-5,-1,i,0,0,1
OC1(c2ccc(OC(F)F)cc2)CSC(=Nc2cccnc2)N1C1CC1 (stereo not drawn),i,0.2,-2,0,-1,7,i,2,-4,-2
CC(C)c1ccc(NC(=O)N2CCCC2C(=O)Nc2ccc(-n3cnnn3)cc2)cc1 (stereo not drawn),i,-1.6,2,-1,-1,-1,i,-1,-1,5
COC(=O)CCCc1nc2ccccc2s1,i,1.6,0,-4,-2,-5,i,5,5,-1
C1=CC2(C=C1)OC21CCC2(C=CC3(C2)OC3C2CCCCC2)CC1 (stereo not drawn),i,-1.5,2,x,-4,0,i,-3,-1,-4
CC(=O)Nc1cc(C)nn1-c1nc(C)cc(C)n1,i,-1.3,2,-5,0,-6,i,-2,2,2
Cc1cc(-c2csc3nc[nH]c(=S)c23)cc(C)c1C,i,-1.5,6,-12,-4,10,i,-1,-6,-3
Cc1ccc(C(=O)O/N=C(\N)c2ccccn2)c(C)c1,i,-0.6,-4,-4,-5,-6,i,1,-2,1
CCNC(=O)N(CC)C[C@H]1N[C@@](C)(C(=O)OC)[C@H]2C(=O)N(Cc3ccccc3)C(=O)[C@@H]12,i,-0.1,1,-8,-1,0,i,-3,1,4
Cc1ccc2cc(/C=N/Nc3nc4ccccc4[nH]3)c(Cl)nc2c1,i,5.2,-7,3,-4,20,i,1,-2,49
O=C1c2ccccc2C(O)N1Cc1cccs1 (stereo not drawn),i,-3.4,3,-6,0,-1,i,-2,2,1
COc1ccccc1Nc1nc(-c2sc(NC(=O)CC(C)C)nc2C)cs1,i,-0.6,-9,4,6,17,i,2,4,-28
CN(CC(=O)Nc1ccc(F)cc1)C(=O)COC(=O)c1cccc(N(C)C)c1,i,-0.2,-1,-2,1,-2,i,0,3,1
Cc1[nH]nc2c1C(c1ccc(-c3ccc(Cl)cc3)o1)C(C#N)=C(N)O2 (stereo not drawn),i,13,64*,-7,-2,8,i,-1,-1,-7
CCOc1ccc(CCNC(=O)Cn2nc(C)c3c(C)n(-c4ccccc4)nc3c2=O)cc1,i,4.0,3,-6,4,30,i,3,-2,-4
C#CCN(C[C@@H]1[C@@H](OC(=O)NCc2ccccc2)[C@@H](OC(=O)NCc2ccccc2)CN(C(=O)OC(C)C)N1C(=O)OC(C)C)S(=O)(=O)c1ccc(C)cc1,i,3.2,5,x,6,4,i,2,-1,-1
Cc1cccc2c1N1C(=O)c3c(C(=O)O)cccc3C1CC2C (stereo not drawn),i,-1.1,5,-2,0,-3,i,1,1,9
CC(C)C(=O)N1CCC2(CC1)Oc1ccc(F)cc1C(=O)C21CC(c2ccccc2)=NO1 (stereo not drawn),i,-0.9,-2,4,4,3,i,1,0,-1
O=C(Nc1ccccc1F)c1ccc(C(=O)c2ccccc2)cc1,i,0.6,-2,-12,-3,-5,i,-1,-2,-1
Fc1ccc(-c2ccc(-c3nn4c(-c5ccco5)nnc4s3)o2)cc1,i,15,11,22,24,25,i,4,-2,42
CCOC(=O)c1c(NC(C)=O)sc2c(O)c(CN3CCN(CC)CC3)ccc12,i,-3.4,3,-3,0,-4,i,0,2,1
O=C(NCC1CC1)NC(=O)c1ccccc1F,i,-1.9,0,x,-3,1,i,-2,-1,2
O=C(NC1CCCC1)N[C@@H]1C=C[C@@H](CC(=O)N2CCOCC2)O[C@@H]1CO,x,-0.7,3,x,3,x,i,x,x,x
O=C(Nc1ccc(F)cc1)C1CCCN1S(=O)(=O)c1cccc2nsnc12 (stereo not drawn),i,-0.6,-32,-2,-2,-4,i,-2,-5,3
CCCc1c(C(=O)OCC)sc(N)c1C#N,i,0.2,-3,14,2,-10,i,-1,3,1
C/C(CC(=O)Nc1ccc(C)c(Cl)c1)=N\NC(=O)c1ccccn1,i,-1.6,1,-7,0,3,i,0,-1,-2
COc1ccc2[nH]c(=O)c(CNc3ccc(C)cc3C)cc2c1,i,-0.3,-21,-1,1,1,i,1,-5,7
COc1ccc(C(=O)NC(=S)NCc2cccnc2)cc1[N+](=O)[O-],i,-0.5,-22,0,-9,-2,i,0,-2,-1
Cc1cc(C)n2nc(C(=O)OCC(=O)Nc3ccc4c(c3)OC(F)(F)O4)nc2n1,i,0.1,0,-1,1,0,i,2,5,-5
COc1ccc(CC(=O)NNC(=O)[C@@H]2CCCC[C@@H]2C(=O)O)cc1,i,-1.1,-2,1,0,2,i,-2,0,0

# Profiles as entered above.
# `O=C(NC1CCCC1)N[C@@H]1C=C[C@@H](CC(=O)N2CCOCC2)O[C@@H]1CO` as listed: Rpn11 block = x; LMPTP block = -0.7; SUMO1-SIM PPI = 3; Scp1 inh = x; CSN inh = 3; NadD block = x; Neddylation inh = i; STEP block = x; Rin1 Abl inh = x; DNMT1 block = x
# `CCOC(=O)c1c(NC(C)=O)sc2c(O)c(CN3CCN(CC)CC3)ccc12` as listed: Rpn11 block = i; LMPTP block = -3.4; SUMO1-SIM PPI = 3; Scp1 inh = -3; CSN inh = 0; NadD block = -4; Neddylation inh = i; STEP block = 0; Rin1 Abl inh = 2; DNMT1 block = 1
